M. tuberculosis HTS – M. tuberculosis growth inhibition, HTS (AID 449762); M. tuberculosis H37Rv growth inhibition, 7H9 media; higher % means a stronger effect; inhibition, % at 25 µM; hits with a dose series show IC50 in µM; 330,000 compounds, 0.59% hits; in the data active = a potency from the dose series; inconclusive = inhibition above about 70% without an active follow-up result;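 note: bacterial growth assessed after seven days of incubation; strong numbers were not always called active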
M. tuberculosis – growth inhibition of non-replicating M. tuberculosis (AID 488890); Mycobacterium tuberculosis non-replicating, growth inhibition; higher % means a stronger effect; one-dose inhibition, % at 25 µM; IC50 in µM for titrated hits; 320,000 compounds, 0.39% hits; in the data active = a potency from the dose series; inconclusive = inhibition mostly from about 82% at the one dose, without a potency; inactive = the rest, 99 in 100 with inhibition below about 76%;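 note: plate controls were DMSO cells for no effect and high antibiotic wells for full effect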
influenza NS1A – H1N1 influenza NS1A inhibitors, functional cell based assay (AID 504329). NS1A functional cell-based assay, percent inhibition; higher % means a stronger effect. inhibition, % at 12.5 µM; hits with a dose series show IC50 in µM. 340,000 compounds, 0.3% hits; in the data active = a potency from the dose series; inconclusive = inhibition above about 27% without an active follow-up result; note: strong numbers were not always called active
inhibitors of VEEV – inhibitors of VEEV TC-83 cytopathic effect, confirmation, Vero cells (AID 588727) | inhibition, % at 20 µM; hits with a dose series show IC50 in µM | Vero cells, VEEV TC-83 cytopathic effect inhibition; higher % means a stronger effect | 350,000 compounds, 0.13% hits; in the data active = a potency from the dose series; inconclusive = inhibition mostly from about 14% at the one dose, without a potency; inactive = the rest, 99 in 100 with inhibition below about 12%; note: strong numbers were not always called active
Salmonella PhoP GFP – Inhibition of PhoP regulon, Salmonella typhi GFP reporter cells, confirmation, 4 h (AID 1850). Salmonella Typhi PhoP-promoter GFP reporter, fluorescence, 4 h; higher % means a stronger effect. one-dose inhibition, % at 50 µM; IC50 in µM for titrated hits. 310,000 compounds, 0.33% hits; in the data active = a potency from the dose series; inconclusive = inhibition mostly from about 25% at the one dose, without a potency; inactive = the rest, 99 in 100 with inhibition below about 19%;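 note: 0% = induced wells with vehicle and 100% = uninduced wells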
inhibitors of VEEV 10K pilot screen – also measured in inhibitors of VEEV; calls as there; inhibition, %; measured here: 10K pilot screen inhibition
* = called active by the depositor.

O=C(CSc1nc2ccc(Cl)cc2[nH]1)Nc1ccc2[nH]c(=O)[nH]c2c1 was read as M. tuberculosis HTS inconclusive, M. tuberculosis -38.7%, influenza NS1A 13.4%, inhibitors of VEEV 3.4% and Salmonella PhoP GFP 2.2%.
`CC(C)C[C@H](NC(=O)c1nc[nH]c1C(=O)NC(c1ccccc1)c1ccccc1)C(=O)OC(C)(C)C` gave M. tuberculosis HTS -2.4%, M. tuberculosis -8.0%, influenza NS1A 6.6%, inhibitors of VEEV 21.8% and Salmonella PhoP GFP 11.2%.
`COc1ccc([N+](=O)[O-])cc1/C=N/NC(=O)c1nonc1N` gave M. tuberculosis HTS 4.8%, M. tuberculosis 21.0%, influenza NS1A -2.4%, inhibitors of VEEV 0.1% and Salmonella PhoP GFP -6.7%.
For Cc1ccc2c(c1)N(CC(=O)N1CCOCC1)C(=O)CO2 the results were M. tuberculosis HTS -6.5%, M. tuberculosis -6.9%, influenza NS1A 0.8%, inhibitors of VEEV 0.5% and Salmonella PhoP GFP -4.7%.
For COc1ccc(CCN2C(=O)CC(C(N)=O)SC2=Nc2ccccc2)cc1OC (configuration not stated) the results were M. tuberculosis HTS -5.9%, M. tuberculosis 31.3%, influenza NS1A -4.9%, inhibitors of VEEV 1.9% and Salmonella PhoP GFP 0.3%.
CCOc1ccc(NC(=O)C2CC(=O)NC(N3CCc4ccccc43)=N2)cc1 (configuration not stated) was read as M. tuberculosis HTS 2.7%, M. tuberculosis 3.4%, influenza NS1A 0.0%, inhibitors of VEEV inactive, Salmonella PhoP GFP 1.6% and inhibitors of VEEV 10K pilot screen 1.9.
For CN(C)c1ccc(C(=O)N2CCN(c3cc(C(F)(F)F)nc4ccccc34)CC2)cc1 the results were M. tuberculosis HTS inconclusive, M. tuberculosis 18.7%, influenza NS1A 3.9%, inhibitors of VEEV 8.9% and Salmonella PhoP GFP 5.8%.
O=C(CSc1nnnn1-c1ccccc1)N1CCNC1=O was read as M. tuberculosis HTS -3.3%, M. tuberculosis 10.4%, influenza NS1A -5.4%, inhibitors of VEEV 0.1% and Salmonella PhoP GFP -5.8%.
For O=c1c2sccc2nc(SCc2cc(=O)n3ccccc3n2)n1-c1ccc(Br)cc1 the results were M. tuberculosis HTS 6.5%, M. tuberculosis 0.5%, influenza NS1A -6.0%, inhibitors of VEEV 9.5%, Salmonella PhoP GFP -0.8% and inhibitors of VEEV 10K pilot screen 9.5.
`COc1ccccc1OCc1ccc(C(=O)N2CCCCC2)o1` gave M. tuberculosis HTS 3.5%, M. tuberculosis 3.4%, influenza NS1A -10.5%, inhibitors of VEEV inactive and Salmonella PhoP GFP -7.7%.
Screening CC(Oc1cccc(Cl)c1)C(=O)Nc1ccncc1 (configuration not stated) returned M. tuberculosis HTS 4.1%, M. tuberculosis 45.0%, influenza NS1A 0.1%, inhibitors of VEEV 0.7% and Salmonella PhoP GFP -7.8%.
O=C(Nc1ccccc1C(=O)Nc1nncs1)c1ccccc1 was read as M. tuberculosis HTS 4.7%, M. tuberculosis 36.1%, influenza NS1A 0.5%, inhibitors of VEEV 0.6% and Salmonella PhoP GFP -10.6%.
CC1CC(C)(C)NC(=S)N1CCC(=O)NCc1ccc(Cl)cc1 (configuration not stated) was read as M. tuberculosis HTS -2.2%, M. tuberculosis 15.1%, influenza NS1A 0.9%, inhibitors of VEEV inactive and Salmonella PhoP GFP 12.6%.
`Cc1cccn2c(=O)c3cc(C(=O)NCC4CCCO4)c(=N)n(Cc4cccnc4)c3nc12` (configuration not stated) gave M. tuberculosis HTS -4.5%, M. tuberculosis -8.5%, influenza NS1A 0.6%, inhibitors of VEEV 2.4% and Salmonella PhoP GFP -17.1%.
`COc1cc(Nc2ncnc(N)n2)cc(OC)c1` gave M. tuberculosis HTS 5.1%, M. tuberculosis -0.4%, influenza NS1A -6.2%, inhibitors of VEEV 2.2% and Salmonella PhoP GFP 2.8%.
CCOc1ccc(C(O)(c2ccccc2OC)C(CN2CCCC2)c2ccccc2)cc1 (configuration not stated) was read as M. tuberculosis HTS 9.8%, M. tuberculosis 6.6%, influenza NS1A -9.6%, inhibitors of VEEV inactive and Salmonella PhoP GFP -1.0%.
COc1ccc(S(=O)(=O)N(C)C)cc1NC(=O)CSC(C)C(=O)Nc1cc(C)on1 (configuration not stated) was read as M. tuberculosis HTS -15.1%, M. tuberculosis -6.8%, influenza NS1A -2.8% and inhibitors of VEEV 5.6%.
Screening CCN1C(=O)CC(N2CCN(CC(=O)NC(C)C)CC2)C1=O (configuration not stated) returned M. tuberculosis HTS -3.5%, M. tuberculosis 26.3%, influenza NS1A 0.1%, inhibitors of VEEV 2.8% and Salmonella PhoP GFP 2.9%.
`CCC(C)NC(=O)CCC(=O)OC1O[C@H]2OC3(C)CC[C@H]4[C@H](C)CCC(C1C)C24OO3` (some centres not stated) gave M. tuberculosis HTS -3.7%, M. tuberculosis 3.8%, influenza NS1A -18.5%, inhibitors of VEEV 1.0% and Salmonella PhoP GFP -6.5%.
Screening O=C(NCc1cccnc1)C1CC(c2ccc(Cl)c(Cl)c2)=NO1 (configuration not stated) returned M. tuberculosis HTS -0.8%, M. tuberculosis 14.8%, influenza NS1A -1.9%, inhibitors of VEEV 0.8% and Salmonella PhoP GFP -2.5%.

Random excerpt: two compounds from above, in no set order.
CCOc1ccc(C(O)(c2ccccc2OC)C(CN2CCCC2)c2ccccc2)cc1 (configuration not stated) was read as M. tuberculosis HTS 9.8%, M. tuberculosis 6.6%, influenza NS1A -9.6%, inhibitors of VEEV inactive and Salmonella PhoP GFP -1.0%.
Screening CCN1C(=O)CC(N2CCN(CC(=O)NC(C)C)CC2)C1=O (configuration not stated) returned M. tuberculosis HTS -3.5%, M. tuberculosis 26.3%, influenza NS1A 0.1%, inhibitors of VEEV 2.8% and Salmonella PhoP GFP 2.9%.

(cont.)
For O=C(NCc1n[nH]c(=S)n1Cc1ccccc1)c1ccc(Cl)cc1Cl the results were M. tuberculosis HTS 3.7%, M. tuberculosis -10.3%, influenza NS1A -15.4%, inhibitors of VEEV 1.7% and Salmonella PhoP GFP -4.3%.
CN(C(=O)c1ccncc1)C1CCCN(Cc2ccccc2F)C1 (configuration not stated) was read as M. tuberculosis HTS -4.7%, M. tuberculosis -7.7%, influenza NS1A -2.0%, inhibitors of VEEV 1.7% and Salmonella PhoP GFP -9.0%.
Screening O=[N+]([O-])C(=C1SCCS1)C(=C(Cl)Cl)N1CCCCC1 returned M. tuberculosis HTS 3.8%, M. tuberculosis -0.9%, influenza NS1A 17.5%, inhibitors of VEEV 1.6% and Salmonella PhoP GFP 17.2%.
CN(CCCC1CCCC1)C(=O)CC1C(=O)NCCN1Cc1ccc(F)cc1 (configuration not stated) was read as M. tuberculosis HTS -8.4%, M. tuberculosis 15.5%, influenza NS1A -0.5%, inhibitors of VEEV 6.4% and Salmonella PhoP GFP -4.7%.
`Cc1nnc(SCC2=C(C(=O)O)N3C(=O)C(NC(=O)COc4ccccc4)C3SC2)s1` (configuration not stated) gave influenza NS1A -6.7% and inhibitors of VEEV 0.5%.
For COc1ccc(/C=C2\C(=O)NC(=O)N(Cc3ccccc3)C2=O)c(OC)c1OC the results were M. tuberculosis HTS -1.7%, influenza NS1A 0.5%, inhibitors of VEEV 1.1% and Salmonella PhoP GFP -3.1%.
Screening C=CC[C@@H](CC(=O)N(CCO)Cc1ccccc1)C(=O)N[C@H](COC(=O)[C@@H](CC=C)CC(=O)OC(C)(C)C)C(C)(C)C returned M. tuberculosis HTS -1.0%, M. tuberculosis 35.1%, influenza NS1A -2.8% and inhibitors of VEEV inactive.
Screening O=C(Nc1cccc(C(F)(F)F)c1)c1ccc(Cn2cc(Br)cn2)o1 returned M. tuberculosis HTS 26.9%, M. tuberculosis 31.9%, influenza NS1A -6.4%, inhibitors of VEEV 4.9% and Salmonella PhoP GFP 18.4%.
COc1cccc(-n2ccnc2SCC(=O)Nc2cc(OC)ccc2OC)c1 was read as M. tuberculosis HTS -3.6%, M. tuberculosis -3.5%, influenza NS1A -5.1%, inhibitors of VEEV 6.9% and Salmonella PhoP GFP -5.5%.
O=C(NCCN1CCOCC1)/C(=C/c1ccc(F)cc1)NC(=O)c1ccccc1 was read as M. tuberculosis HTS 12.0%, M. tuberculosis -10.7%, influenza NS1A 2.6%, inhibitors of VEEV 0.4% and Salmonella PhoP GFP -26.6%.
`O=C(NC(=S)Nc1ncccn1)c1ccc(F)cc1` gave M. tuberculosis HTS 1.0%, M. tuberculosis 1.2%, influenza NS1A -7.7%, inhibitors of VEEV 1.3% and Salmonella PhoP GFP 10.4%.
`Cc1noc(C)c1COC(=O)CCCOc1ccc(Cl)cc1Cl` gave M. tuberculosis HTS 52.0%, M. tuberculosis 62.1%, influenza NS1A -5.4%, inhibitors of VEEV 1.8% and Salmonella PhoP GFP 0.4%.
`O=C(CN1CCN(S(=O)(=O)c2ccc3ccccc3c2)CC1)N1CCc2ccccc2C1` gave M. tuberculosis HTS -2.4%, M. tuberculosis 28.8%, influenza NS1A 5.2%, inhibitors of VEEV 2.1% and Salmonella PhoP GFP -28.6%.
O=C(Nc1ccc(-c2nc3cccnc3s2)cc1)c1ccc(Br)o1 was read as influenza NS1A -8.9% and inhibitors of VEEV 7.5%.
O=C(CC(c1ccccc1)C1CCCCC1=O)c1ccccc1 (configuration not stated) was read as influenza NS1A -17.8% and inhibitors of VEEV 3.4%.
For COc1ccc(-c2csc(N3C(=O)C4C5c6ccccc6C(c6ccccc65)[C@@H]4C3=O)n2)cc1 (some centres not stated) the results were M. tuberculosis HTS -3.2%, M. tuberculosis -1.2%, influenza NS1A 3.1%, inhibitors of VEEV 3.3% and Salmonella PhoP GFP -5.0%.
c1ccc(-c2nc(-c3nccc4ccccc34)oc2-c2ccccc2)cc1 was read as M. tuberculosis HTS 7.2%, M. tuberculosis 51.7%, influenza NS1A 5.4%, inhibitors of VEEV 2.6% and Salmonella PhoP GFP 8.3%.
For Cc1ccc2cc(CCNC(=O)c3ccc(Br)o3)c(=O)[nH]c2c1 the results were M. tuberculosis HTS -4.3%, M. tuberculosis 6.2%, influenza NS1A 0.0%, inhibitors of VEEV 7.3% and Salmonella PhoP GFP 9.9%.
Screening COc1ccc(-n2c(C)csc2=S)cc1 returned M. tuberculosis HTS 4.0%, M. tuberculosis -3.6%, influenza NS1A 4.3%, inhibitors of VEEV 0.3% and Salmonella PhoP GFP 1.3%.
`C/C(=N\NC(=O)CNC(=O)c1cccs1)c1ccc(Cl)c(Cl)c1` gave M. tuberculosis HTS 4.7%, M. tuberculosis 9.7%, influenza NS1A 1.3%, inhibitors of VEEV 5.6% and Salmonella PhoP GFP 2.3%.
Screening COC(=O)c1c(N2C(=O)Nc3ccccc3N2O)sc2c1CCCC2 returned M. tuberculosis HTS -1.6%, M. tuberculosis 7.6%, influenza NS1A -2.6%, inhibitors of VEEV 1.9% and Salmonella PhoP GFP -4.0%.
Screening CN1CCN(CC(=O)Nc2cc(N(C)C)nc3ccccc23)CC1 returned M. tuberculosis HTS -4.3%, M. tuberculosis -21.8%, influenza NS1A -3.9%, inhibitors of VEEV 0.2% and Salmonella PhoP GFP 19.5%.
CNc1ccc(Cl)nn1 was read as M. tuberculosis HTS 5.4%, M. tuberculosis 8.5%, influenza NS1A -9.8%, inhibitors of VEEV 3.0% and Salmonella PhoP GFP 2.3%.
For O=C(Nc1ccc(CSc2ccccc2)cc1)c1ccco1 the results were M. tuberculosis HTS inconclusive, M. tuberculosis 44.5%, influenza NS1A -3.5%, inhibitors of VEEV 1.0% and Salmonella PhoP GFP -1.1%.
O=C(O)c1cccnc1SCc1cccc(Br)c1 was read as M. tuberculosis HTS 5.7%, M. tuberculosis 15.4%, influenza NS1A -8.1%, inhibitors of VEEV 0.8% and Salmonella PhoP GFP -3.6%.
`COC(=O)c1ccccc1S(=O)(=O)N1CCC(C(=O)NCc2ccco2)CC1` gave M. tuberculosis HTS -5.0%, M. tuberculosis -4.2%, influenza NS1A -3.6% and inhibitors of VEEV 2.1%.
Cc1ccc2nc(NC(=O)CSc3nc(=O)n(CCCN(C)C)c4c3CCC4)sc2c1 was read as M. tuberculosis HTS -0.7%, M. tuberculosis 28.5%, influenza NS1A -2.4%, inhibitors of VEEV 9.1% and Salmonella PhoP GFP 2.7%.
CS(=O)(=O)N1c2ccccc2[C@]2([C@@]34C[C@H]5C(=O)N[C@@H](Cc6ccccc6)C(=O)N5[C@@H]3N(S(C)(=O)=O)c3ccccc34)C[C@H]3C(=O)N[C@@H](Cc4ccccc4)C(=O)N3[C@H]12 was read as M. tuberculosis HTS -2.6%, M. tuberculosis 36.4% and Salmonella PhoP GFP 1.7%.

Source: PubChem BioAssay
